# Bioassay records (PubChem)
# BRCT inh red = inhibitors of human BRCA1 BRCT-phosphoprotein interaction (red fluorophore). Potency, µM (doses to about 76.9 µM), without a hit: top-dose activity change, negative = inhibition, actives largely listed as inhibitors. 75,000 compounds, 0.03% hits. BRCT-phosphopeptide binding, red fluorescence polarization; note: % is set by controls: 0 for no effect and ±100 for the full control effect
#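 Rhodamine-labelled pBACH1 10-mer (100 nM) bound to BRCT domain (100 nM) at pH 7.3; compounds incubated 12 min room temperature, polarization read. Free peptide defines full inhibition; unlabelled decapeptide titrated as control.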
# HBB splice mod = modulators of hemoglobin beta chain splicing; HBB splicing reporter cell assay, activation; EGFP reporter with mutant IVS2-654 intron; response scale: normalised to 500 nM splice-correcting PNA; Potency, µM (highest dose often 46.1 µM), for inactives: at the highest dose activation, most hits filed as activators; 65,000 compounds, 0.06% hits; AID 925; note: potency is the fitted concentration of half-maximal effect; 0% is about no effect
#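 Compounds were applied for 2 days to HeLa EGFP-654 cells, 500/well in Optimem with 2% FCS. The reporter's EGFP is disrupted by mis-splicing of beta-globin intron IVS2-654. Readout: summed well GFP fluorescence from 488 nm laser scanning; reference was 500 nM antisense […] 654 PNA.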
# USP2a inhib = inhibitors of human ubiquitin-specific protease USP2a; O75604; USP2a enzymatic assay, qHTS inhibition; Potency, µM (titrated, usually from 38.3 µM), for inactives: at the highest dose activity change, negative = inhibition, hits mostly inhibitors; 60,000 compounds, 0.1% hits;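 note: potency is the fitted concentration of half-maximal effect; nearly all actives have a fitted effect of over 60% in size; plate controls were DMSO for no effect and NEM full inhibition control for full effect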
# Target sequence (O75604 whole entry, looked up): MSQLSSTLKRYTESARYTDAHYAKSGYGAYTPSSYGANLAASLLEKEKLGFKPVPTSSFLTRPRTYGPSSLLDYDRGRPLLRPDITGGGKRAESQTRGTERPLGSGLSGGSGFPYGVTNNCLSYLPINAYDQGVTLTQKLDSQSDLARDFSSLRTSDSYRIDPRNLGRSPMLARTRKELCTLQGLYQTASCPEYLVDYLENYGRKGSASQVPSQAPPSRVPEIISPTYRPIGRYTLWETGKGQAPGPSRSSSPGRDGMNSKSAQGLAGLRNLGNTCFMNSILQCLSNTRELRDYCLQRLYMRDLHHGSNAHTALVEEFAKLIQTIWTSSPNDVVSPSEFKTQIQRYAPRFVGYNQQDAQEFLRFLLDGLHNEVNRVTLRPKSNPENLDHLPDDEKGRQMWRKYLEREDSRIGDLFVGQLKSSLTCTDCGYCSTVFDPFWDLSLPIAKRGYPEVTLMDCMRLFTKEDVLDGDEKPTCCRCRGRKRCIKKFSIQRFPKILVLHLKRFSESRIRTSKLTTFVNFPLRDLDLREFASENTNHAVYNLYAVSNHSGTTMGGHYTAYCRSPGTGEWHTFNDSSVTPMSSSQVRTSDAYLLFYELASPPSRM
#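 USP2 core (20nM final) preincubated 30 min RT with compound, then Ub-PLA2 20nM and NBD C6-HPC 20uM final added; buffer 20mM Tris-HCl pH 8.0, 2mM CaCl2. Fluorescence Ex 460/Em 535 read at 0 and 2.5 h; normalized to NEM.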
# UbGFP stabilizer = inhibits proteasome, raising ubiquitin-GFP reporter fluorescence. Ubiquitin-GFP reporter cells, proteasome inhibition, GFP fluorescence; response scale: untreated = 0%, 10 µM MG-132 = 100%. Potency, µM (series often up to 45.9 µM), for the others: top-dose activation (GFP accumulation), actives largely listed as activators. 67,000 tested, under 10 active. AID 526; active = well fitted activation curve with a large enough effect, not every such curve was filed as active; inconclusive = small, poorly fitted or top-dose-only effect, or another doubt; inactive = no such curve, though single readings can be large or run the other way; note: potency is the fitted concentration of half-maximal effect
#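 U2OS cells expressing ubiquitin(G76V)-GFP, seeded overnight in 0.5% FBS medium, then treated 4 hr at 37 C across 46 uM to 2.9 nM. GFP-positive cells counted by laser cytometry (488 ex/515 em); %activity scaled between basal and 10 uM MG-132.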
# HADH2 inhib = HADH2 (human) dehydrogenase inhibition; Potency, µM (top dose mostly 57.1 µM), for inactives: at the highest dose activity change, negative = inhibition, usual class: inhibitors; AID 886; Q99714; recombinant HADH2, NADH fluorescence, beta-hydroxybutyryl-CoA; 73,000 compounds, 3.4% hits; note: potency is the fitted concentration of half-maximal effect; % is set by controls: 0 for no effect and ±100 for the full control effect; nearly all actives have a fitted effect of over 60% in size; many of its hits are not listed in these tables
# Target sequence (Q99714 whole entry, looked up, one chain of several): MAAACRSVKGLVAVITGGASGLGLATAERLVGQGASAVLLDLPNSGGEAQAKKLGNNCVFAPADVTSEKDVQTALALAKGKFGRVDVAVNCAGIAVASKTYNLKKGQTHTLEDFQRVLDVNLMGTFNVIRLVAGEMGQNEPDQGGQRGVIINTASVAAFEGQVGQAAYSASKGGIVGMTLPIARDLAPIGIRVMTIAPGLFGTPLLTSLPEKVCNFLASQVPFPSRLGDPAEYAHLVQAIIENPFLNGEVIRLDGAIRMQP
#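 20 nM HADH2 + cpd, 15 min RT; add 1 mM NAD+/90 uM beta-hydroxybutyryl-CoA; kinetic fluorescence 360/450 nm, 4 min. Tris-HCl pH 9.0, 0.01% Tween-20.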
# DNA Pol III inh = blocks replication by bacterial DNA polymerase III holoenzyme; reconstituted DNA polymerase III holoenzyme replication, biochemical; Potency, µM (doses to about 57.1 µM), for inactives: at the top dose activity change, negative = inhibition; 71,000 compounds, 0.25% hits; note: potency is the fitted concentration of half-maximal effect; % is set by controls: 0 for no effect and ±100 for the full control effect
#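 Reconstituted *E. coli* holoenzyme (0.35 nM Pol III, 1 nM beta, 154 nM SSB, 2 nM primase) was preincubated with compound for 15 min at RT. Synthesis on 1.4 nM ssM13Gori ran 35 min, then was stopped with PicoGreen/EDTA and read as dsDNA fluorescence.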
# Epigenetic mod = derepresses silenced GFP locus in mouse C127i cells | Potency, µM (series often up to 46.1 µM), without a hit: top-dose GFP derepression (activation) | mouse C127i GFP locus derepression, cytometry, 30 h | AID 597 | 68,000 compounds, 0.09% hits; note: % of control where 0% means no effect
#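 Locus derepression in mouse mammary C127i cells whose integrated CMV-GFP reporter is normally silent; GFP expression after 30 h compound treatment was quantified by counting fluorescent cells.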
# CRE-bla Fsk = CRE-bla signaling modulation under forskolin stimulation; CHO CRE-bla reporter (cAMP response element driving beta-lactamase), forskolin EC10, beta-lactamase ratio; Potency, µM (top dose mostly 38.2 µM), inactives show top-dose activity change, negative = inhibition, usual class: activators; 71,000 compounds, 2.5% hits; AID 662; active = well fitted activation curve with a large enough effect in the signal ratio, with a control signal flat, not every such curve was filed as active; inconclusive = small, poorly fitted or top-dose-only effect, or effect the other way, or a change in a side signal; the % refers to the signal ratio; note: potency is the fitted concentration of half-maximal effect; % of control where 0% means no effect
#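 CHO CRE-bla cells, overnight plating in Opti-MEM with 0.5% dialyzed FBS; cpd titration + EC10 NKH 477, 3 h 37 °C; CCF4 2 h RT; ex 405/em 460 vs 530 ratio → %Activity, AC50.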
# Hsp90 Hop PPI = changes Hsp90-Hop TPR2A binding signal, up or down; Potency, µM (series often up to 57 µM), for inactives: at the top dose activity change, negative = inhibition; 71,000 compounds, 0.44% hits; AlphaScreen TPR2A-His6 binding biotin-Hsp90 C-terminal peptide; active = well fitted curve in either direction with a large enough effect; inconclusive = small, poorly fitted or top-dose-only effect, or another doubt; note: potency is the fitted concentration of half-maximal effect; % is set by controls: 0 for no effect and ±100 for the full control effect; many of its hits are not listed in these tables
# ALOX15 inhib = 15-hLO (ALOX15) enzyme inhibition; P16050; purified 15hLO-1, xylenol orange hydroperoxide absorbance; Potency, µM (titrated, usually from 57.1 µM), inactives show at the highest dose activity change, negative = inhibition, actives largely listed as inhibitors; 74,000 compounds, 1.4% hits; AID 887; note: potency is the fitted concentration of half-maximal effect; % is set by controls: 0 for no effect and ±100 for the full control effect; nearly all actives have a fitted effect of over 55% in size
#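 Purified human 15hLO-1 (40 nM) in 25 mM Hepes pH 7.5, 0.01% Triton X-100, preincubated 15 min RT with compound, then 50 uM arachidonic acid for 6 min. Hydroperoxide read by ferrous/xylenol orange, 30 min; 573/405 nm absorbance ratio gave progress.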
# BRCT PPI green = BRCA1 BRCT-phosphoprotein interaction inhibition; P38398; BRCA1 BRCT-phosphopeptide binding, green fluorescence polarization; Potency, µM (highest dose often 76.9 µM), without a hit: top-dose activity change, negative = inhibition, hits mostly inhibitors; 75,000 compounds, 0.05% hits;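 note: potency is the fitted concentration of half-maximal effect; plate controls were peptide without protein for full effect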
#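 Compounds were incubated for 12 min at room temperature with a complex of 100 nM fluorescein-tagged pBACH1 decapeptide and 250 nM His-tagged BRCT protein. Buffer was phosphate pH 7.3 with EDTA, DTT and Tween 20. Disruption of binding lowers the polarization signal.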
# Active calls of the source: *; u = inconclusive; x = no result given; [ ] = remark or other dose. Unless noted, calls come from the whole dose curve; as a rule, active = well fitted curve in the direction sought with a large enough effect; inconclusive = small, poorly fitted or top-dose-only effect, or another doubt; inactive = no such curve, though single readings can be large; an effect the other way counts as inactive or inconclusive. The list is partial; the hit share may differ from the screen's.
SMILES,BRCT inh red,HBB splice mod,USP2a inhib,UbGFP stabilizer,HADH2 inhib,DNA Pol III inh,Epigenetic mod,CRE-bla Fsk,Hsp90 Hop PPI,ALOX15 inhib,BRCT PPI green
CC(=O)OC[C@@H]1O[C@H](CCO/N=C(\C)CCC(=O)OC[C@@H]2O[C@H](C#Cc3ccccc3)C=C[C@@H]2Oc2ccc(C)cc2)C=C[C@@H]1OC(C)=O,1.1%[15.4 µM],-2.4%[9.22 µM],x,x,8%[11.4 µM],x,x,x,x,1%[11.4 µM],-1.9%[15.4 µM]
Cc1cc(NC(=O)c2cccc(S(=O)(=O)N3CCOCC3)c2)c2ccccc2n1,0.5%,-0.2%[57.5 µM],12%,4%,-7%,-8%,-1%,12%,-3%,3%,1.1%
COc1ccc(OC)c(NS(=O)(=O)c2ccc(NC(=O)C3COc4ccccc4O3)cc2)c1 (configuration not stated),0.0%,-2.5%[0.0738 µM],42%[activator][7.66 µM],16%[9.17 µM],4%[11.4 µM],3%[11.4 µM],0%,u,-7%[11 µM],-22%[11.4 µM],-1.1%
Cc1cccn2cc(CNC(=O)C3CCCCC3)nc12,-0.1%,0.4%,0%,14%,-5%,-3%,4%,u,4%,10%,-1.4%
COc1cc2[nH]c(=S)n(Cc3ccc(C)o3)c(=O)c2cc1OC,0.6%,-4.4%[0.369 µM],-11%,-3%,-8%,-13%,1%,29%,-7%,5%,-1.7%
CCNc1ncc2nc(-c3ccc(OC)cc3)c(=O)n(Cc3ccc(F)cc3)c2n1,0.4%,0.4%,11%,8%,10%,-7%,8%[9.22 µM],u,-2%,3%,-0.2%
CN(c1ccccc1C(=O)Nc1cccnc1)S(C)(=O)=O,-0.2%,1.0%,0%,8%,-7%,-9%,3%,-3%,u,-5%,1.8%
O=C(Nc1ccccc1)c1ccc(S(=O)(=O)NCc2ccco2)cc1,-1.3%,0.1%,-9%,-3%,-3%,2%,-3%,-6%,-1%,0%,-0.1%
CC(C)(C)N(C=C(Cl)Cl)C(=O)NC1CCCCC1,-0.7%,-0.9%[9.22 µM],0%,20%,6%,1%,-4%,4%,1%,5%,-1.2%
Cc1ccccc1CSc1nnc(-c2ccccn2)n1N,-0.3%,4.2%[1.84 µM],5%,7%,-3%,-5%,0%,-3%,u,-7%,-7.3%
Cc1ccc(C)c(N2CCN(C(=O)c3cc4sccc4n3C)CC2)c1,-1.2%,x,18%,-2%,-28%,0%,5%,6%,-24%,-24%,-0.6%
COc1cc(CNc2ccc(C)c(C)c2)cc(OC)c1OC,-0.5%,-2.4%[9.22 µM],-1%,-8%,-7%,-9%,2%,6%,-11%,10µM*,0.7%
C[C@H](CO)NC(=O)[C@H](C)[C@@H]1C[C@@]1(C)[C@@H](NC(=O)OCc1ccccc1)c1ccccc1,-0.9%,0.6%,x,x,10%,11%,x,-9%,-4%,x,-1.0%
CC1CN(C(=O)C(C)Sc2nc3ccccc3s2)CC(C)O1 (configuration not stated),-0.6%,0.7%,7%,1%,-28%,-4%,1%,2%,-1%,-6%,-0.9%
COCCNc1ccnc(-c2ccccc2C(F)(F)F)n1,-0.2%,2.3%,19%,2%,9%,-1%,9%[9.22 µM],0%,-3%,7%,-1.1%
CCC(=O)Nc1ccccc1N1CCN(S(C)(=O)=O)CC1,-3.1%,1.8%,2%,-5%,5%,5%,5%,u,-5%,9%,-5.9%
COCCn1nnnc1C(C(C)C)N1CCC(Cc2ccccc2)CC1 (configuration not stated),-0.3%,-0.5%[57.5 µM],4%,-1%,0%,11%,-3%,-4%,4%,-7%,1.5%
CC/C(O)=C(/C#N)c1nnc2n1CCCCC2,-0.8%,-1.1%,-4%,-1%,-1%,-1%,-2%,1%,-10%,2%,1.7%
Cc1noc(C)c1C(=O)N1CCC[C@@]2(CCN(c3ccccn3)C2)C1,-0.9%,-1.0%,8%,4%,-8%,-9%,-4%[9.22 µM],-7%,0%,3%,0.4%
O=C(NC1(C(F)(F)F)C(=O)Nc2c1c(=O)[nH]c(=O)n2Cc1ccco1)C1CC1 (configuration not stated),1.5%,-0.8%,-4%,7%,-4%,3%,-3%,u,-1%,5%,-1.2%
O=C(CCCc1c[nH]c2ccccc12)N1CCN(S(=O)(=O)c2cccs2)CC1,1.7%,-0.2%[57.5 µM],25%,-4%,8%,-5%,0%,2%,-4%,-13%,0.2%
O=C(c1ccccc1Cl)N1CCC(c2nc3c(nnn3Cc3ccco3)c(=O)[nH]2)CC1,-0.1%,-1.2%,x,3%,3%,3%,x,10µM*,-6%[2.3 µM],-7%,11%
C=CCN1C(=O)/C(=C2/Sc3ccccc3N2C)SC1=Nc1c(C)n[nH]c1C,0.8%,x,17%,7%,-5%,-16%,2%,1.6µM*,-8%,-16%,-0.2%
CC(=O)N1CCC2(CC1)CN(C(=O)Nc1cccc(C#N)c1)C2,-1.0%,1.8%,-4%,-14%,-3%,-5%,-2%[9.22 µM],1%,-1%,3%,-3.5%
Cc1ccc2c(c1)N(CC(=O)N1CCN(c3nc4ccccc4s3)CC1)C(=O)C(C)O2 (configuration not stated),-1.0%,-0.3%[57.5 µM],x,3%,-1%,4%,-2%,1%,-2%,-3%,2.4%

# The list goes on.
SMILES,BRCT inh red,HBB splice mod,USP2a inhib,UbGFP stabilizer,HADH2 inhib,DNA Pol III inh,Epigenetic mod,CRE-bla Fsk,Hsp90 Hop PPI,ALOX15 inhib,BRCT PPI green
Nc1cc(C(Cl)=C(Cl)Cl)c(S(N)(=O)=O)cc1S(N)(=O)=O,-0.5%,-0.1%[20.6 µM],4%,6%[20.5 µM],3%[25.6 µM],-5%[25.6 µM],1%[20.6 µM],-5%[17.1 µM],-1%[26 µM],1%,0.1%[3.08 µM]
CC(C)NC(=O)N1CCCC2(CCN(C(=O)c3ccco3)CC2)C1,-0.6%,1.4%,u,0%,6%,-8%,-5%[9.22 µM],1%,-2%,-17%,-0.9%
CCCCCCN(C(=O)CCCCCN1C(=O)NC(c2ccc(C(C)(C)C)cc2)C(C(=O)OCc2ccccc2)=C1C)C(C(=O)NCCCC)c1ccc(OCC(=O)OC)c(C(=O)OC)c1 (configuration not stated),1.1%,-1.0%,x,x,15%,-3%,x,u,-5%,-15%,-0.4%
CCC1(CC)C(=O)N=C2c3ccccc3C(=O)N21,-0.7%,1.1%[57.5 µM],-5%,1%,12%,0%,3%,12%,1%,13%,1.2%
Cc1c(C(=O)NCc2cccnc2)sc2ncn(CC(=O)N3CCCCC3C)c(=O)c12 (configuration not stated),-0.2%,-0.5%,11%,8%,0%,-4%,2%,7%,-4%,-8%,1.4%
CC1Cc2ccccc2N1C(=O)CSc1nnc2c(n1)[nH]c1ccccc12 (configuration not stated),2.0%,x,26%,8%,14%,-2%,2%,2%,-3%,-4%,-0.9%
O=C(c1ccco1)N1CCN(c2ncnc3scc(-c4cccs4)c23)CC1,-1.2%,-1.1%,-2%,-3%,-1%,-7%,0%,u,1%,-2%,0.0%
COc1cc(CCC(=O)OCC(=O)Nc2ncc(Cl)cc2Cl)cc(OC)c1OC,0.3%,-0.4%[57.5 µM],28%,10%,10%,-3%,6%,-1%,-2%,-5%,-0.5%
c1ccc2c(c1)nc1n2CCS1,-0.3%,-0.1%,-2%,1%,-1%,-11%,6%,8%,0%,-7%,0.3%
c1ccc(CSc2nnnn2-c2cccc3ccccc23)nc1,0.4%,1.8%,3%,10%,-6%,3%,-8%,-11%,3%,-2%,-0.5%
COc1ccccc1N1CCN(C/C(O)=C(\C#N)c2nc(-c3ccccc3)cs2)CC1,-0.6%,1.5%[0.369 µM],31%[activator],x,-14%,-3%,-2%,-29%,-15%,4%,0.0%
COC(=O)N1CC(c2ccccc2)CC1=O (configuration not stated),-0.9%,-1.0%,4%,-10%,7%,-4%,-2%,3%,0%,1%,-2.3%
